From PubChem
TCR-CD3 inh: inhibitors of human TCR-CD3 interaction, primary screen, biochemical, fluorescence, TAMRA-labeled TCR probe. hit rate 0.37% among 360,000. T-cell receptor (TCR). inhibition, % at 9.4 µM; in the data active = inhibition above about 19%;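 also: recombinant mutant TCR 2C K166C tagged with TAMRA read by polarization; 0% = receptor in buffer alone and 100% = receptor with positive control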
SIAE primary: human SIAE inhibitors, primary screen, biochemical, fluorescence polarization, FP-Rh probe, 1536-well HTS; Sialate O-acetylesterase (Homo sapiens), Q9HAT2; SIAE FP-Rh probe binding; inhibition, % at 9.66 µM; hit rate 0.69% among 370,000; AID 1053197, 2014;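 active = inhibition above a cutoff: mean of compounds within the control limits plus 3 SD of those, cut at about 17% in these data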;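 also: 0% = plate median of compound wells and 100% = probe without SIAE protein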
PRMT1 inh: PRMT1 methyltransferase inhibitors, primary screen, biochemical, fluorescence polarization. recombinant PRMT1, activity-based probe fluorescence polarization. hit rate 1.3% among 370,000. inhibition, % at 2.79 µM. Protein arginine N-methyltransferase 1 (Homo sapiens), Q99873;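 active = inhibition above about 21% made by adding two undisclosed values, limit read from the data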
LEDGF integ inh: blockers of LEDGF/p75-dependent integrase strand transfer – biochemical, TR-FRET, high throughput, primary screen; TR-FRET IN-LEDGF/p75 DNA integration, Eu/Cy5; AID 743269, 2014; inhibition, % at 3.7 µM; hit rate 0.64% among 370,000; HIV-1 integrase (with human LEDGF/p75);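 active = inhibition above the screen-wide mean plus 3 SD, cut at about 13% in these data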;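 also: signal is the Cy5 over europium emission ratio at 671 and 618 nm; 0% = plate median of compound wells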
HTRA1 inhibitor: HTRA1 serine protease inhibitors, primary screen, biochemical, fluorescence polarization, HTS | Q92743 | AID 504803, 2011 | inhibition, % at 5.96 µM | recombinant HTRA1, FP-rhodamine activity-based probe | hit rate 0.5% among 340,000; in the data active = inhibition above about 36%;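 also: 0% = enzyme with DMSO and 100% = wells lacking enzyme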
MBD2 inh: inhibitors of MBD2 binding to methylated DNA, primary screen, biochemical, TR-FRET, DNA-binding domain, human; Methyl-CpG-binding domain protein 2 (Homo sapiens), Q9UBB5; MBD2 binding to methylated oligonucleotide; inhibition, % at 4.4 µM; hit rate 0.31% among 370,000; in the data active = inhibition above about 13%
Target sequence (Q9UBB5 whole entry, looked up, the tested form may be a part): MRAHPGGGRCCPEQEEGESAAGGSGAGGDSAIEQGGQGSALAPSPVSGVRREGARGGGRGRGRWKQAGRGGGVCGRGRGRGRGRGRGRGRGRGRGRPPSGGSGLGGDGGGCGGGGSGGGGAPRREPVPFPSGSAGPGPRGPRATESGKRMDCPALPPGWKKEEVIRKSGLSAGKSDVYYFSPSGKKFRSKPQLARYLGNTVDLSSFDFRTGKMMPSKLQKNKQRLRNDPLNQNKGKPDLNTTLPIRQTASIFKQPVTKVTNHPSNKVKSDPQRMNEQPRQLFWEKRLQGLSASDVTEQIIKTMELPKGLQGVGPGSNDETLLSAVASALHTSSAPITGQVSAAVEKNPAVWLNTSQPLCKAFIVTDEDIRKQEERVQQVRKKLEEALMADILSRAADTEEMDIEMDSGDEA
ABHD4 inh: ABHD4 inhibitors, primary screen, biochemical, fluorescence polarization, mouse; purified mABHD4, FP-Rh probe fluorescence polarization; hit rate 0.54% among 370,000; inhibition, % at 8.92 µM; AID 720543, 2013;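 active = inhibition exceeding the mean over every tested compound plus 3 SD, cut at about 30% in these data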;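 also: 0% = plate median of compound wells and 100% = S159A mutant with DMSO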
Target sequence (Q8VD66 whole entry, looked up): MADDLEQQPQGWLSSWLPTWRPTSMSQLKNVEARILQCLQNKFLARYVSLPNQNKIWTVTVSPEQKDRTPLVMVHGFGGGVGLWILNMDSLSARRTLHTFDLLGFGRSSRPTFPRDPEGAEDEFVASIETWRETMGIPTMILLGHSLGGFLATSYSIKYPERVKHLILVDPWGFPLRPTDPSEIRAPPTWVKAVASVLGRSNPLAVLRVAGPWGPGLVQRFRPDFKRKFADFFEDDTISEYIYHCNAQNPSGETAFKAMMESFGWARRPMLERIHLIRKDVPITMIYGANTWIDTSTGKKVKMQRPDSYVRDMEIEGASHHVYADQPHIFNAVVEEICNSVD
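assay system = mABHD4 protein | compound dosing = single nominal dose of 8.92 µM, 0.89% DMSO final | read-out basis = percent inhibition of probe binding, normalized to plate controls | schedule = Enzyme–compound pre-incubation 45 min, then probe 60 min, both 25 °C | detection = fluorescence polarization, excitation 525 nm, emission 598 nm, BODIPY TMR filters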
TDP2 inh: human TDP2 enzyme inhibitors, primary screen, biochemical, epi absorbance, recombinant enzyme. Tyrosyl-DNA phosphodiesterase 2 (Homo sapiens), O95551. T5PNP hydrolysis, p-nitrophenol absorbance 415 nm. inhibition, % at 12.8 µM. hit rate 0.34% among 370,000. AID 720702, 2013;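 active = inhibition above the mean of all tested compounds plus 3 SD, set per campaign, cut at about 25% in these data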;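 also: 0% = DMSO with enzyme and 100% = buffer with substrate but no TDP2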
Target sequence (O95551 whole entry, looked up): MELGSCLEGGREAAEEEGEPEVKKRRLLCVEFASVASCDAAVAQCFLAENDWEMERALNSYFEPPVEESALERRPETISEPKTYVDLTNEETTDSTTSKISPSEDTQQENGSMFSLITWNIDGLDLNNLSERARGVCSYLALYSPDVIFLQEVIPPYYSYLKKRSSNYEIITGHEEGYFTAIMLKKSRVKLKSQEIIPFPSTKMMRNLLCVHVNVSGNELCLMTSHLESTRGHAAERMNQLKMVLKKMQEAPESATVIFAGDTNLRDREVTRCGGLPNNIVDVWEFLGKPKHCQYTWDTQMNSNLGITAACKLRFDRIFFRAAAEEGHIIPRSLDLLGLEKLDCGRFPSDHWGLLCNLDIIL
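Read-out basis: percent inhibition. System: recombinant human TDP2. Buffer or medium: Mg2+-containing Tris-HCl buffer, pH 7.5. Repeats: single replicate. Timing: reaction 2 h, 37 °C. Benchmarks: high control without enzyme, low control DMSO plus TDP2. Probe or stimulus: 5 mM T5PNP. Doses: 12.8 µM only. Measured by: epi absorbance of p-nitrophenol freed from T5PNP by hydrolysis.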
NPR2 activator: human GC-B receptor activators, primary screen, HEK293 GC-B cells, cGMP TR-FRET, EC30 CNP; hit rate 0.11% among 370,000; 0% at EC30 CNP, 100% saturating CNP; activation, % at 10 µM; Atrial natriuretic peptide receptor 2 (Homo sapiens), P20594;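 active = activation at 10 µM reaching about 35% in either raw or pattern-adjusted values, limit read from the data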
rCAG binder: binders of r(CAG) RNA repeats, primary screen, biochemical, fluorescence; hit rate 1.3% among 370,000; AID 651821, 2012; r(CAG) RNA repeat, TO-PRO-1 dye displacement fluorescence; inhibition, % at 3 µM;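 active = inhibition above the plate cutoff, the mean of all test compounds on that plate plus 3 SD, cut at about 35% in these data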;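 also: 0% = DMSO alone and 100% = 100 µM mitoxantrone as full dye displacement; higher means more dye released from RNA so lower well fluorescence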
* hit, by the source's call; / = no result given. A portion of the library; rates above refer to the full screens.

1	C[C@H](CO)N1C[C@H](C)[C@@H](CN(C)C(=O)c2cnccn2)Oc2ncc(Br)cc2C1=O
2	CC(=O)Nc1cccc(C(=O)N/N=C/c2c[nH]c3ccccc23)c1
3	Cc1cc(NC(=O)COC(=O)COc2ccc(Cl)c(C)c2)no1
4	COc1ccc(C(C)=O)cc1COC(=O)Cc1n[nH]c(=O)c2ccccc12
5	COc1ccc(C2N=C(c3ccccc3)C(C)(C)N2O)cc1 (centres undefined)
6	COC(=O)c1c(NC(=O)/C=C/C(=O)O)sc(C)c1-c1ccc(C(C)C)cc1
assay / entry,1,2,3,4,5,6
TCR-CD3 inh,-2.0,2.3,-7.8,-3.6,1.1,-5.2
SIAE primary,6.0,3.2,-3.3,0.3,2.7,-2.4
PRMT1 inh,2.1,6.3,1.3,-0.5,0.2,6.9
LEDGF integ inh,-0.8,-7.1,2.5,-3.4,6.5,0.6
HTRA1 inhibitor,7.0,5.6,0.2,-1.0,2.7,-25.4
MBD2 inh,0.6,2.9,-0.5,0.3,1.5,1.8
ABHD4 inh,3.8,8.7,4.5,5.0,-2.4,-2.5
TDP2 inh,-2.6,-15.0,0.3,8.6,1.6,2.9
NPR2 activator,-2.8,-5.2,-5.4,-2.0,2.6,0.1
rCAG binder,0.2,1.8,3.9,-1.2,-4.6,51.9*

7	COc1ccc(N(CC(=O)NCc2ccccc2OC)S(=O)(=O)c2ccccc2)cc1
8	CCN(CC)C(=O)CSc1nc2c(c(-c3cccnc3)c1C#N)CCCC2
9	CC(C)NC(=O)N(C)C[C@H]1Oc2ccc(NS(=O)(=O)c3ccccc3)cc2C(=O)N([C@H](C)CO)C[C@@H]1C
10	CCn1c(/N=C/c2ccc(OC)cc2O)nc2ccccc21
11	CC(=O)c1ccc(S(=O)(=O)Nc2cccc(-c3ccc4nncn4n3)c2)cc1
12	CN(C)S(=O)(=O)c1ccc(S(=O)(=O)N(CC(=O)Nc2ccccc2)Cc2ccco2)cc1
assay / entry,7,8,9,10,11,12
TCR-CD3 inh,-3.6,3.9,8.1,5.7,-0.7,2.4
SIAE primary,0.8,-5.0,0.6,-2.5,-4.2,5.0
PRMT1 inh,-4.5,-0.1,0.3,-0.1,3.3,-0.8
LEDGF integ inh,-3.1,3.7,-1.9,1.5,-0.7,1.3
HTRA1 inhibitor,-1.3,-0.9,0.8,4.9,0.1,-3.1
MBD2 inh,-2.3,0.9,2.8,0.1,5.4,-3.0
ABHD4 inh,-4.4,1.6,4.4,-3.1,5.3,-5.2
TDP2 inh,3.1,-5.8,2.7,6.3,8.2,8.2
NPR2 activator,-6.1,-6.8,6.9,3.0,-1.4,1.3
rCAG binder,-0.5,-4.7,5.5,0.9,8.7,-0.7

The final 3 entries of the section above lead into the next:
10	CCn1c(/N=C/c2ccc(OC)cc2O)nc2ccccc21
11	CC(=O)c1ccc(S(=O)(=O)Nc2cccc(-c3ccc4nncn4n3)c2)cc1
12	CN(C)S(=O)(=O)c1ccc(S(=O)(=O)N(CC(=O)Nc2ccccc2)Cc2ccco2)cc1
13	COc1ccc(NC(=O)C2=C(C)C(=O)OC23CCC(C)CC3)c(OC)c1 (centres undefined)
14	Cc1ccnc(NC(=O)CCC(=O)N(CC(=O)NCc2ccccc2)Cc2cccs2)c1
15	CN(C)S(=O)(=O)c1cccc(C(=O)OCC(=O)N2CCCC2=O)c1
16	CN(CCC#N)C(=O)Cn1nc(Cc2ccncc2)c2ccccc2c1=O
17	S=c1[nH]nc(COc2ccccc2)n1/N=C/c1ccccn1
18	Cc1ccccc1Nc1nnc(SCC(=O)NCc2cccs2)s1
assay / entry,10,11,12,13,14,15,16,17,18
TCR-CD3 inh,5.7,-0.7,2.4,0.3,-0.7,3.5,7.0,7.8,-10.5
SIAE primary,-2.5,-4.2,5.0,4.8,14.2,0.8,3.6,4.4,0.3
PRMT1 inh,-0.1,3.3,-0.8,-1.0,-2.2,-0.9,-0.6,-2.0,1.1
LEDGF integ inh,1.5,-0.7,1.3,0.1,0.0,-0.1,-1.2,2.4,-6.3
HTRA1 inhibitor,4.9,0.1,-3.1,3.8,0.5,1.1,-1.8,10.0,-13.2
MBD2 inh,0.1,5.4,-3.0,1.9,-3.6,-2.0,1.0,0.5,3.2
ABHD4 inh,-3.1,5.3,-5.2,-3.9,1.8,-2.0,0.5,-0.5,-0.5
TDP2 inh,6.3,8.2,8.2,4.8,9.4,2.8,8.9,4.0,-3.0
NPR2 activator,3.0,-1.4,1.3,-3.8,-1.9,2.5,5.6,-8.2,-3.8
rCAG binder,0.9,8.7,-0.7,-0.6,-8.4,-2.1,0.2,-1.4,7.5

19	O=C(O)c1cc2c(s1)CCCC2
20	CC(C)n1cnc2cc(NC(=O)c3ccco3)ccc21
21	O=C(COc1nnnc2ccccc12)N1CCCc2ccccc21
22	O=C(NCCCCNC(=O)c1c(Cl)cccc1Cl)c1c(Cl)cccc1Cl
23	CN1C(=O)c2cccc3c(Cl)ccc(c23)C1=O
24	COc1ccc(C(=O)Sc2ccc(C)cc2)cc1OC
assay / entry,19,20,21,22,23,24
TCR-CD3 inh,1.7,0.5,1.4,1.9,-2.8,2.2
SIAE primary,7.2,-2.7,-3.8,-7.8,-1.1,-4.1
PRMT1 inh,-1.0,-1.1,-2.4,-0.4,1.9,-0.6
LEDGF integ inh,-6.4,-1.2,-0.4,-4.5,-4.6,1.8
HTRA1 inhibitor,3.8,1.3,15.2,/,5.0,3.2
MBD2 inh,-2.6,-5.2,-2.5,-0.1,-5.9,2.7
ABHD4 inh,-2.7,-1.8,-3.0,1.7,-1.5,-0.9
TDP2 inh,2.2,-0.9,-2.4,-2.5,3.0,3.3
NPR2 activator,-9.6,0.1,-1.6,2.6,-3.6,-0.2
rCAG binder,1.0,1.1,-2.2,-0.4,-1.6,-0.6

25	COC(=O)COc1ccc2c(-c3cccc([N+](=O)[O-])c3)cc(=O)oc2c1
26	COc1cccc(CN2CCNC(=O)C2CC(=O)NCCc2cccc(C)n2)c1OC (centres undefined)
27	CCCC[C@@H]1CN=C(N)N1CCc1cccc(F)c1
28	CC(C)(C)c1ccc(S(=O)(=O)NC(=O)C2(C)CCN2C(=O)Cc2cc(F)ccc2F)cc1 (centres undefined)
29	CCC1(CCC(C)C)SC(N)=NC1=O (centres undefined)
30	CCOC(=O)c1cnc2ccc(OC)cc2c1NCCc1ccc(OC)c(OC)c1
assay / entry,25,26,27,28,29,30
TCR-CD3 inh,1.6,4.1,6.0,-6.2,2.7,7.6
SIAE primary,1.2,0.7,7.3,-2.4,-1.6,-2.5
PRMT1 inh,1.2,0.0,-2.0,3.0,0.1,0.1
LEDGF integ inh,0.1,0.3,-2.6,1.9,4.7,1.5
HTRA1 inhibitor,-1.0,0.7,-4.0,/,6.5,-9.2
MBD2 inh,0.3,1.3,2.1,0.2,-4.9,4.0
ABHD4 inh,-3.2,0.3,-0.8,6.8,-3.2,-3.5
TDP2 inh,-0.2,3.2,-13.3,-0.5,-6.0,-3.8
NPR2 activator,5.8,2.8,2.4,0.2,0.6,9.7
rCAG binder,1.3,-3.2,7.7,38.3*,0.6,-1.8

31	COC(=O)c1sc2nc(SCc3cccc(F)c3)n(N)c(=O)c2c1C
32	COc1cccc(NC(=O)C(OC(=O)/C=C/c2ccc3c(c2)OCO3)c2ccccc2)c1 (centres undefined)
33	COc1ccc(NC(=O)c2sc3ncn(CC(=O)N4CCN(c5ccccn5)CC4)c(=O)c3c2C)c(OC)c1
34	CCOc1ccc(N2CC(C(=O)N3CCc4ccccc43)CC2=O)cc1 (centres undefined)
35	CCOC(=O)C1(C)CCN1C(=O)COc1ccccc1 (centres undefined)
36	CC(C)C[C@H](NC(=O)Nc1ccc(Oc2ccccc2)cc1)C(=O)O
assay / entry,31,32,33,34,35,36
TCR-CD3 inh,-2.3,2.5,2.2,-3.3,-1.6,0.0
SIAE primary,-5.2,-17.3,-3.1,3.0,-2.0,2.8
PRMT1 inh,-1.9,2.0,-1.6,1.8,-2.0,1.3
LEDGF integ inh,0.5,-5.3,0.2,-11.0,0.6,0.2
HTRA1 inhibitor,-1.8,-52.7,1.0,3.6,/,2.7
MBD2 inh,-3.7,4.1,-4.0,2.7,0.5,-2.7
ABHD4 inh,2.6,-48.7,1.1,-1.3,2.7,2.7
TDP2 inh,8.1,-5.2,-7.0,-12.8,-2.0,-1.7
NPR2 activator,1.0,2.7,1.6,-0.6,2.3,3.8
rCAG binder,0.1,11.0,2.3,0.3,1.3,15.1

37	COc1ccc(Cl)cc1C(=O)NNC(=O)c1ccncc1
38	COc1cccc(NC(=S)N/N=C2\CC(C)(C)Oc3ccc(O)cc32)c1
39	Cc1cccc(-c2noc(CCC(=O)N3CCN(c4cc(C)ccc4C)CC3)n2)c1
40	CCCCNc1c(-c2cccnc2)nc2nc(C)cc(C)n12
41	Cc1nnc(NC(=O)CSc2ncnc3scc(-c4ccccc4)c23)s1
42	C[C@H](CO)N1C[C@H](C)[C@@H](CN(C)S(=O)(=O)c2cccs2)Oc2c(NC(=O)Nc3ccc4c(c3)OCO4)cccc2C1=O
43	COc1ccc(CCN2CC(C(=O)NCCc3ccc(C(F)(F)F)cc3)CCC2=O)cc1 (centres undefined)
assay / entry,37,38,39,40,41,42,43
TCR-CD3 inh,1.8,-2.2,-2.5,4.2,8.9,0.0,-2.7
SIAE primary,3.1,35.7*,-0.9,2.5,-9.9,0.7,-1.0
PRMT1 inh,-2.1,-2.8,0.7,2.1,-2.3,2.0,-0.6
LEDGF integ inh,2.1,-1.2,-1.4,2.1,-1.6,0.3,-0.2
HTRA1 inhibitor,-19.2,1.6,-26.5,/,-1.4,-11.7,-2.8
MBD2 inh,1.9,-5.9,-0.2,1.7,3.4,0.9,-3.0
ABHD4 inh,-2.9,9.2,-17.3,-3.5,1.2,-7.8,1.0
TDP2 inh,7.0,-2.9,-2.6,-3.8,6.1,-3.2,1.8
NPR2 activator,6.6,-6.0,-0.8,-1.4,3.8,1.3,-1.3
rCAG binder,-0.7,16.3,4.4,1.5,0.4,9.8,-10.2

2 records picked at random from those above:
20	CC(C)n1cnc2cc(NC(=O)c3ccco3)ccc21
24	COc1ccc(C(=O)Sc2ccc(C)cc2)cc1OC
assay / entry,20,24
TCR-CD3 inh,0.5,2.2
SIAE primary,-2.7,-4.1
PRMT1 inh,-1.1,-0.6
LEDGF integ inh,-1.2,1.8
HTRA1 inhibitor,1.3,3.2
MBD2 inh,-5.2,2.7
ABHD4 inh,-1.8,-0.9
TDP2 inh,-0.9,3.3
NPR2 activator,0.1,-0.2
rCAG binder,1.1,-0.6
